# D1 potentiator – enhances dopamine response at the human D1 receptor. P21728. HEK293 TREx D1 cells, calcium flux, dopamine EC20 potentiation. potentiation, % at 10 µM. 360,000 tested, 0.036% active. AID 504651; in the data active = potentiation above about 30%; also: 0% is about no effect
# D2 ag – activates the human D2 dopamine receptor. P14416. HEK293 T-REx D2 cells, calcium flux agonist mode. activation, % at 2 µM. 340,000 tested, 0.53% active. AID 485358;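 active = activation over 3 SD above normal in the single-dose calcium agonist read, cut at about 30% in these data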; also: 0% is about no effect
# Target sequence (P14416 whole entry, looked up): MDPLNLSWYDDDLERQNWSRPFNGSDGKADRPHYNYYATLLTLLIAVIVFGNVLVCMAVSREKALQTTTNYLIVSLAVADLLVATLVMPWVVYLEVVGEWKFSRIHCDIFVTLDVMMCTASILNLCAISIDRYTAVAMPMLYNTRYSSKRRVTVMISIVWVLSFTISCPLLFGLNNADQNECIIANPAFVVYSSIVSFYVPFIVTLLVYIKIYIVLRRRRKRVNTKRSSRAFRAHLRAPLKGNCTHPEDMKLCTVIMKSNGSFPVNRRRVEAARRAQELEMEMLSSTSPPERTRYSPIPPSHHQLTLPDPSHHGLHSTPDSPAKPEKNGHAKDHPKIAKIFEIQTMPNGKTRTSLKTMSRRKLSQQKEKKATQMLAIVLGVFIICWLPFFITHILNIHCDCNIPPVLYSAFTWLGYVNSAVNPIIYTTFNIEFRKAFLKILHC
#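 Agonism scored from kinetic calcium signal (1 read/sec, 180 s) following compound pin transfer, after a 10 s baseline. Cells: HEK293 Trex line expressing inducible D2 receptor coupled to calcium, dye-loaded after overnight culture at 30 C.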
# RXFP1 agonist – activates the human relaxin receptor RXFP1; 370,000 tested, 0.3% active; AID 2676; HEK293T-RXFP1 cAMP TR-FRET, 30 min; response scale: percent of porcine relaxin response, buffer zero; Potency, µM (series often up to 57.5 µM), for inactives: top-dose activation, most hits filed as activators; active = well fitted activation curve with a large enough effect; inconclusive = small, poorly fitted or top-dose-only effect; also: potency is read from the fitted curve at half-maximal effect; % is scaled to controls: 0 for no effect and ±100 for the full control effect; nearly all actives have a fitted effect of over 60% in size; many of its hits are not listed in these tables
#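 HEK293 cells stably expressing RXFP1, treated 30 min at 37C with compounds plus PDE4 inhibitor Ro 20174; cAMP measured by HTRF TR-FRET. Normalized to buffer and 29 nM porcine relaxin; EC50 by Hill fit.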
# D1 antagonist – antagonists of human D1 dopamine receptor; P21728; HEK293 TREx D1 cells, calcium flux, dopamine EC80; active compounds read low; activity change, negative = inhibition, % at 10 µM; 360,000 tested, 3.2% active; AID 504652; in the data active = activity change below about -30%; also: % is scaled to controls: 0 for no effect and ±100 for the full control effect
#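 Using tetracycline-induced force-coupled D1 Hek293 cells and a calcium dye, signals were followed for 180 s after compound, then for 180 s after EC80 dopamine, to detect inhibitors.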
# D2 antagonist – D2 dopamine receptor (human) antagonism; P14416; HEK293 TREx D2 cells, calcium flux, dopamine EC80; inhibition, % at 10 µM; 340,000 tested, 2% active; in the data active = inhibition above about 30%; also: 0% is about no effect
#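 Calcium flux kinetic readout in an inducible HEK293 TREx D2 line plated overnight at 30 C. After 180 s compound exposure, an EC80 dopamine challenge follows with another 180 s kinetic read to detect antagonism.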
# RXFP1 antag – blocks the human relaxin receptor RXFP1; Q9HBX9; HEK293-RXFP1, relaxin-stimulated cAMP HTRF, 30 min; active compounds read low; activity change, negative = inhibition, % at 57.5 µM; 350,000 tested, 0.59% active;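 active = activity change of -60% or lower, but not beyond a set lower limit; inconclusive = change between -60% and -40%, or beyond the set limit; inactive = change above -40%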; also: % is scaled to controls: 0 for no effect and ±100 for the full control effect
# D2 potentiator – positive allosteric modulators of human D2 dopamine receptor. potentiation, % at 10 µM. P14416. HEK293 T-REx D2, calcium flux, EC20 dopamine potentiation. 340,000 tested, 0.34% active;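 active = potentiation over 3 SD above the plate norm, cut at about 30% in these data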; also: 0% is about no effect
#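 Calcium flux readout, no-wash dye, 1 read/s. Inducible HEK293 Trex D2 line, overnight 30 C. Compound alone 180 s (agonist flags), then EC20 dopamine, another 180 s to score potentiation.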
# D1 agonist – human D1 receptor agonism. HEK293 T-REx D1 cells, calcium flux, agonist mode. activation, % at 2 µM. 360,000 tested, 1% active. AID 504660; in the data active = activation above about 30%; also: 0% is about no effect
#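 Inducible HEK293 T-REx D1 cells, force-coupled to calcium signalling, were plated at 4000 cells/well with tetracycline and held overnight at 30 C. After no-wash calcium dye loading, compound-evoked calcium rise over 180 s flagged agonists.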
# TRHR PAM – allosterically enhances the human TRH receptor. P34981. TRHR cells, fluo-8 calcium fluorescence, EC20 TRH enhancement. enhancement, % at 2 µM. 360,000 tested, 0.66% active; in the data active = enhancement above about 30%; also: 0% is about no effect
# Target sequence (P34981 whole entry, looked up): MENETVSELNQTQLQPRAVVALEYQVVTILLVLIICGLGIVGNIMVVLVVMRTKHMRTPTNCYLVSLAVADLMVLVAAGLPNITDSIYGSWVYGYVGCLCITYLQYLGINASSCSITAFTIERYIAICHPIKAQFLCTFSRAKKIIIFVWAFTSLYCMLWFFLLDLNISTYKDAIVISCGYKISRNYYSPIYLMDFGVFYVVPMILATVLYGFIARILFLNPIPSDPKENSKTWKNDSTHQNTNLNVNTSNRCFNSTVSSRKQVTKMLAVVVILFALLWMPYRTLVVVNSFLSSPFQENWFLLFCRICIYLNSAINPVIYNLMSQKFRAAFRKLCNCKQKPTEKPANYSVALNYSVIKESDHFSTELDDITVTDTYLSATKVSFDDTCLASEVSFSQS
#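 Enhancer read-out: after compound pinning and an initial kinetic agonist-mode read, an EC20 of TRH (10 nM final) was injected and fluo-8 calcium signal (Ex 480/Em 530) followed at 1 s/cycle for 100 cycles in TRHR-expressing cells.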
# Numbers without * were called inactive; ? = inconclusive; · = not tested or not shown; & = joins results of further samples. This is a subset. The share of hits here may be higher or lower than overall.
SMILES,D1 potentiator,D2 ag,RXFP1 agonist,D1 antagonist,D2 antagonist,RXFP1 antag,D2 potentiator,D1 agonist,TRHR PAM
CCOc1ccc(N(C(=O)c2snc(C(N)=O)c2N)C(C(=O)NCC2CCCO2)c2ccc(C)o2)cc1 (stereo not given),-7,-4.4,3.0%,-2,16,-28,-2,1,0
CSCCCN1CC[C@@H](N2CCN(c3ccccc3F)CC2)[C@H](O)C1,-3,76*,-0.8%,-5,79*,1,-21,-1,4
Cc1c(C)n(Cc2ccc(F)cc2)c2ccc(C(=O)N3CCN(c4ccccn4)CC3)cc12,-16,·,3.6%,0,·,-5,2,3,-2
O=C(CSc1nnc(CNC(=O)c2cccs2)o1)Nc1ccccc1F,-4,0.6,-1.9%,-3,-8,-9,-1,2,3
COc1ccc(-n2c(=S)[nH]c3cc(C(=O)NCCCN4CCOCC4)ccc3c2=O)c(OC)c1,1,0.6,-0.4%,14,10,-16,2,4,6
CC(=O)Nc1nc(C)cs1,-6,1.9,2.4%,5,1,14,14,-1,-2
CNS(=O)(=O)c1cccc(C(=O)NCC2(N3CCCCC3)CCCCC2)c1,3,·,3.2%,5,·,3,·,3,5
COc1cccc(/C=C/C(=O)OCC(=O)NCC2CCCCC2)c1OC,-4,-0.5,2.7%,11,2,-2,10,-1,-4
O=C(c1cccc(S(=O)(=O)N2CCCC2)c1)N1CCCC(C(F)(F)F)C1 (stereo not given),-3,0.0,1.1%,2,6,-10,-10,5,-6
CC(C)OC(=O)c1ccc(NC(=O)c2ccco2)cc1,7,0.3,0.6%,-8,-15,0,6,2,0
Cc1ccc2c(c1C)NC(C(=O)O)C1CC=CC21 (stereo not given),-1&1,0.8&-0.2,-0.1%&0.5%,3&4,1&2,-21,8,1&0,-2&-1
c1ccc(-c2noc(CN3CCN(C(c4ccccc4)c4ccccc4)CC3)n2)cc1,-12,0.6,1.6%,3,-7,-8,22,2,0
COc1ccccc1NC(=O)C(C)N1C(=O)C2CCCCC2C1=O (stereo not given),2,-0.3,-1.1%,-10,4,-2,3,-1,-1
CC(=O)N1CCN=C1SCc1ccccc1F,-2,-2.8,0.1%,-1,5,·,12,-1,2
CCOc1ccc(-c2nc3c(c(SCC(=O)N4CCCCC4)n2)Cc2cc(C)ccc2O3)cc1,1,0.5,3.6%,-6,·,-3,-9,0,3
COc1ccccc1OCC(=O)Nc1ccc(N2CCOCC2)cc1N1CCOCC1,1,-0.5,3.0%,-25,-14,-3,-1,1,-1
Cc1ccc(N/N=C2\CCS(=O)(=O)c3sccc32)cc1,-4,·,2.5%,7,·,-11,5,0,0
Cc1cc(-c2ccc(C)c(S(=O)(=O)NCCN3CCC(C)CC3)c2)on1,-7,0.0,2.7%,-1,10,-7,23,6,-5
CCCCNC(=O)CSc1nc(COc2ccccc2)nc2ccccc12,9,-1.8,15%,6,12,-16,9,0,-3
COc1ccc(Nc2cc(C(=O)NCCCN3CCOCC3)c3ccccc3n2)cc1,-4,0.3,-0.6%,-10,5,3,-11,2,1
CCc1cccc(C)c1NS(=O)(=O)c1c(C(=O)N2CCCCCC2)c(C)n(C)c1C,-4,1.5,-3.3%,15,·,-18,9,1,-3
O=C(Cn1c(CCCO)nc2ccccc21)Nc1ccccc1-c1ccccc1,-2,1.0,-1.1%,13,17,-16,24,-3,-10
CCNC(=S)NNC(=O)c1cc(-c2cccnc2)nc2ccccc12,-3,0.0,-0.2%,0,-8,10,9,1,-4
Nc1ccc(N2CCCCC2)c(S(=O)(=O)Nc2ccc(Cl)cc2)c1,-2,0.1,-0.7%,6,5,-13,10,1,-3
CCCNC(=O)CN1C(=O)COc2ccc(S(=O)(=O)N3CC(C)CC(C)C3)cc21 (stereo not given),-1,-0.5,0.7%,-7,3,-1,7,1,-1

# Structures from the list above that contain an aryl thioether with sulfur outside any ring, in the order listed:
SMILES,D1 potentiator,D2 ag,RXFP1 agonist,D1 antagonist,D2 antagonist,RXFP1 antag,D2 potentiator,D1 agonist,TRHR PAM
O=C(CSc1nnc(CNC(=O)c2cccs2)o1)Nc1ccccc1F,-4,0.6,-1.9%,-3,-8,-9,-1,2,3
CCOc1ccc(-c2nc3c(c(SCC(=O)N4CCCCC4)n2)Cc2cc(C)ccc2O3)cc1,1,0.5,3.6%,-6,·,-3,-9,0,3
CCCCNC(=O)CSc1nc(COc2ccccc2)nc2ccccc12,9,-1.8,15%,6,12,-16,9,0,-3

# Other records
SMILES,D1 potentiator,D2 ag,RXFP1 agonist,D1 antagonist,D2 antagonist,RXFP1 antag,D2 potentiator,D1 agonist,TRHR PAM
Cc1nc(-n2nc(C)c(CCC(C)C)c2C)sc1C(=O)Nc1ccc(Cl)cc1,-1,-1.9,0.1%,2,·,-20,14,0,-6
Cc1cccnc1NC(=O)c1ccc(OCc2c(C)noc2C)cc1,-2,-0.6,0.3%,18,8,1,7,1,4
O=C(CN1C(=O)c2ccccc2C1=O)NC1CCCCC1,0,0.2,-0.5%,-20,8,-1,-14,2,-2
COc1cccc(CNC(=O)CCCn2nc(C)c3sc4ccccc4c3c2=O)c1,-2,1.2,?,4,·,-10,5,2,0
COc1ccc(S(=O)(=O)N(C)C)cc1NCC(=O)Nc1ccc(Br)c(C)c1,-5,-0.9,0.9%,-13,21,-22,-22,3,8
Cc1ccc2c(c1)NC(=O)C(CC(=O)NCCCN1CCN(c3cc(C)ccc3C)CC1)O2 (stereo not given),·,-1.4,-0.3%,22,-12,-10,3,0,8
COc1ccccc1N(Cc1ccccc1)S(=O)(=O)c1cccc(C(=O)Nc2cccc(C)n2)c1,3,1.0,-1.7%,-9,5,6,9,6,3
O=C(CSc1nncc2ccccc12)Nc1cccc(O)c1,3,-0.3,6.2%,-9,4,-7,2,3,6
O=C(CN(Cc1ccc(F)cc1)C(=O)CNS(=O)(=O)c1ccc(F)cc1)NCc1ccco1,-1,1.0,-1.8%,-1,-6,-13,3,1,-4
COc1ccc(S(=O)(=O)NCCc2csc3nc(-c4ccc(OC)c(OC)c4)nn23)cc1C,-2,0.4,1.1%,·,·,-17,-3,-4,-5
CN1CCN(NC(=O)c2ccc(S(=O)(=O)N3CCCCCC3)cc2)CC1,-4,0.6,2.6%,-23,11,-1,5,0,-3
COc1cc(-c2nnc(COc3ccc4ccccc4c3)o2)cc(OC)c1OC,-17,0.6,7.9%,-24,-15,1,-1,4,10
CC(C)CNC(CC(=O)Nc1cccc([N+](=O)[O-])c1)C(=O)O (stereo not given),-4,0.7,-1.0%,13,-8,2,5,3,-6
CC(C(=O)NCc1ccc(F)cc1)c1ccc([N+](=O)[O-])cc1 (stereo not given),2,-1.1,0.9%,-28,17,6,7,14,1
Cc1cc(C)c(NC(=O)Cn2c(=O)n(Cc3ccco3)c(=O)c3ccc(C(=O)NC4CCCC4)cc32)c(C)c1,-2,-0.7,3.2%,0,·,·,-2,1,55*
COc1cnc(-c2ccccn2)nc1N(C)c1ccccc1,10,-0.2,-0.4%,-5,-13,?,6,6,-4
COc1cc(OC)c(S(=O)(=O)N2CCOCC2)cc1S(=O)(=O)N1CCOCC1,0,1.0,0.0%,13,-5,2,10,5,27
O=C(O)c1cccc(C(=O)O)n1,-5,-1.0,-0.1%,10,-43,·,-5,2,5
O=C(O)c1ccc(-c2ccc(/C=C3\NC(=O)N(Cc4ccc(Cl)cc4)C3=O)o2)cc1,3,0.7,2.8%,1,-10,-11,2,3,8
O=C(CCn1nc(-c2ccc(Cl)cc2)ccc1=O)N1CCN(c2ccc(F)cc2)CC1,-7,-1.0,3.7%,17,5,-36,20,-1,1
Cc1cc(NS(=O)(=O)c2ccc(NC(=O)Nc3cccc(C(F)(F)F)c3)cc2)no1,2,-0.8,2.8%,4,-11,-14,-13,-3,16
Oc1ccc(/C=N/n2c(-c3ccccc3)n[nH]c2=S)cc1,0,0.0,-3.2%,2,-5,-9,9,0,4
COc1ccc(C(=O)CCC(=O)Nc2ccc(N3CCCCC3)cc2)cc1OC,-11,-0.3,2.0%,-16,3,-5,11,2,3
CC1=NN(c2ccccc2)C(=O)C1(C)C,-7,0.4,2.7%,21,22,-4,-3,1,4
CC(=O)N1CCc2cc(S(=O)(=O)NC(Cc3ccccc3)C(=O)Nc3ccc(Cl)cc3)ccc21 (stereo not given),-1,-0.5,-2.5%,22,·,-5,6,1,-1

# Other compounds follow.
SMILES,D1 potentiator,D2 ag,RXFP1 agonist,D1 antagonist,D2 antagonist,RXFP1 antag,D2 potentiator,D1 agonist,TRHR PAM
Cc1ccc(C)c(NC(=O)CSc2nnc(CNC(=O)c3ccco3)n2C)c1,10,1.1,1.2%,2,-3,-5,·,0,2
COc1ccc(NC(=O)CSc2nnc(-c3ccoc3C)n2CC2CCCO2)cc1 (stereo not given),-3,0.7,-2.1%,-4,-26,-5,10,3,2
CC(C)(C)C(=O)NC(=S)Nc1ccc(Cl)c(C(=O)O)c1,0,-0.9,2.6%,0,-25,-15,3,3,3
CCOC(=O)COc1ccccc1/C=N/O,2,0.7,2.2%,11,-3,2,-4,2,2
CN1CCc2nc3sc(C(=O)Nc4cccc(C#N)c4)c(N)c3cc2C1,-3,-1.1,5.3%,-4,·,-5,5,0,2
COC(=O)Cn1c(=NC(=O)c2nc3ccccc3s2)sc2cc(S(N)(=O)=O)ccc21,-10,14,3.2%,-14,-17,-2,-3,0,2
CC1CCCCC1NC(=O)CO/N=C/c1ccccc1OC(F)F (stereo not given),1,-1.3,-0.3%,6,6,2,-12,1,-5
COc1ccc(NC(=O)c2cc(-c3cc(C)c(C)cc3O)n[nH]2)c(OC)c1,-8,·,-2.2%,-4,·,-8,-6,0,1
Cc1ccc(S(=O)(=O)NC(=O)c2cc(C)n(CC(c3ccccc3)N(C)C)c2C)cc1 (stereo not given),-8,4.8,-0.3%,-12,2,-10,1,3,25
COc1ccc(/C=C/C(=O)c2nc3ccccc3n2CC(=O)c2ccc(OC)cc2)cc1,-1,-1.1,3.9%,-18,11,-21,-1,4,-4
CC(=O)c1ccc(OCC(=O)Nc2cccc(S(=O)(=O)N3CCCC3)c2)cc1,-6,-0.3,-0.4%,-1,-15,-12,-10,9,5
COc1cccc(C)c1NC(=O)C(OC(=O)CNC(=O)c1ccccc1)c1ccccc1 (stereo not given),-2,·,·,27,·,·,·,2,-5
Cc1c(C)n(C(=O)CN2CCC(C)CC2)c2ccccc12,1,-1.0,-0.1%,-1,-8,1,13,13,35*
CC(C)(C)C(=O)NC(=S)Nc1ccc(S(=O)(=O)Nc2nccs2)cc1,0,-0.2,1.4%,2,-22,10,-8,4,0
Cc1cc(NC(=O)N2CCC(CN3CCCCCC3)CC2)ccc1Br,-4,-0.2,2.1%,6,·,-10,-4,-1,8

# Part of the list above, showing only RXFP1 agonist, RXFP1 antag and D1 potentiator.
SMILES	RXFP1 agonist	RXFP1 antag	D1 potentiator
Cc1cc(NC(=O)N2CCC(CN3CCCCCC3)CC2)ccc1Br	2.1%	-10	-4
COc1ccccc1OCC(=O)Nc1ccc(N2CCOCC2)cc1N1CCOCC1	3.0%	-3	1

# Compound activity as filed in PubChem BioAssay.
